Bioassay records deposited in PubChem by National Center for Advancing Translational Sciences (NCATS).
BRCA1 expr act: increases BRCA1 expression | MCF7-BRCA1-FFLuc reporter, luminescence, 48 h; response scale: scaled: vehicle 0%, 10 µM genistein 100% | Potency, µM (doses to about 46.1 µM), for the others: at the top dose activation, most hits filed as activators | 380,000 tested, 1.1% active | AID 624202; further: potency means the concentration at half of the fitted maximal effect; nearly all actives have a fitted effect of over 80% in size; some results filed as inactive show a strong effect at the top dose
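Quantitative HTS in MCF7 cells stably reporting BRCA1 expression via firefly luciferase. Compound treatment lasts 48 h at 37 °C in phenol-red free MEM. Activation is expressed relative to genistein at 10 microM and DMSO.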
TRPV1 ag: activates the human vanilloid receptor TRPV1 | Q8NER1 | TRPV1-expressing cells, Fluo-8 calcium influx, agonist mode | activation, % at 8.33 µM | 320,000 tested, 0.19% active; in the data active means activation above about 80%; inconclusive means between about 30% and that limit; further: 0% is about no effect
Target sequence (Q8NER1 whole entry, looked up): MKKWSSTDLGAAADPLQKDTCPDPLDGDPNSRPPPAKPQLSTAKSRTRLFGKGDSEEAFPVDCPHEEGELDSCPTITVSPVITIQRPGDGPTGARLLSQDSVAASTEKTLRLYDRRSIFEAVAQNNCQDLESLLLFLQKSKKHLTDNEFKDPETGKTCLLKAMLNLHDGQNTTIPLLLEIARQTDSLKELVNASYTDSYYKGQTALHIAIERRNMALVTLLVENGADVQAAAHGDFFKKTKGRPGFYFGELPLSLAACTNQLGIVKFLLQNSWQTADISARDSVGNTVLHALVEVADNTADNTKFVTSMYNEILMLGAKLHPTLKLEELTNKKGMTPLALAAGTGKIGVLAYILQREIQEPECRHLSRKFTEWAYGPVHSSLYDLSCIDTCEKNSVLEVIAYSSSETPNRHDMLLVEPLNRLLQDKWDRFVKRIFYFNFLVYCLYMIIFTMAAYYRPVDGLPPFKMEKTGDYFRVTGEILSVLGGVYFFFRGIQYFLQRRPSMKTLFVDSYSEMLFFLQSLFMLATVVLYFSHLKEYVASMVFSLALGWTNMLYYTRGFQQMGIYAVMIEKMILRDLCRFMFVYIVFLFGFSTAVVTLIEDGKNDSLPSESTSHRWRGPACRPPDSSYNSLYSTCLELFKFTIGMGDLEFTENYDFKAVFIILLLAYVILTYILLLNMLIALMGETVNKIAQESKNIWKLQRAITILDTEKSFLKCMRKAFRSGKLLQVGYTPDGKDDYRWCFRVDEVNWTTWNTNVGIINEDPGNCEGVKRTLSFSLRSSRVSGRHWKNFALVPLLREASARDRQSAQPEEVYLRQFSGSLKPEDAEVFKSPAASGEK
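Cells expressing TRPV1 were dye-loaded with Fluo-8 and read kinetically: 10 s baseline, 3 min after compound (agonist portion), then 2 min after EC20 capsaicin (allosteric enhancer portion). Calcium-bound dye fluorescence at 480/520 nm.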
p53 reactivation: re-activators of mutant p53; 320,000 tested, 0.063% active; H1299 p53-A138V BP100-luciferase reporter, luminescence, 24 h; Potency, µM (doses to about 92.2 µM), for inactives: top-dose activity change, positive = activation, actives largely listed as activators; AID 504706; further: potency means the concentration at half of the fitted maximal effect; % of control where 0% means no effect; nearly all actives have a fitted effect of over 45% in size
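p53-null H1299 cells stably carrying temperature-sensitive p53-A138V and a BP100-luciferase reporter were pinned with compounds (4-point, 1:5 series) and held 24 hrs at 37 deg C. Luminescence was read 10 min after detection reagent.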
B2AR arrestin: agonists driving beta-arrestin recruitment to human beta2-adrenergic receptor | P07550 | beta-arrestin recruitment to beta2AR, cell-based reporter | Potency, µM (titrated, usually from 46.1 µM), without a hit: at the highest dose activation, hits mostly activators | 330,000 tested, 0.02% active | AID 492947;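 further: potency means the concentration at half of the fitted maximal effect; 0% = DMSO controls and full agonism = EC100 isoproterenol or metaproterenol; nearly all actives have a fitted effect of over 65% in size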
MLL CXXC-DNA inh: MLL CXXC-DNA interaction inhibition; AID 2662; Q03164; 290,000 tested, 0.037% active; MLL-CXXC / FITC-HOXA9 DNA fluorescence polarization; Potency, µM (doses to about 115 µM), for inactives: at the top dose activity change, negative = inhibition, usual class: inhibitors; active means well fitted inhibition curve with a large enough effect in the polarisation, with a control signal flat, not every such curve was filed as active; inconclusive means small, poorly fitted or top-dose-only effect, or effect the other way, or a change in a side signal; inactive means no such curve, though single readings can be large or run the other way; the % refers to the polarisation; further: potency means the concentration at half of the fitted maximal effect
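Purified MLL-CXXC (added from a 7 uM solution) was preincubated 5 min at ambient with pinned compounds in 50 mM Tris-HCl pH 7.5, 50 mM NaCl, 1 mM DTT, 0.05% BSA. Fluorescein-labeled HOX-A9 DNA (50 nM solution) followed, 30 min, then polarization read.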
ELG1 repair inh: ELG1-dependent DNA repair inhibition | HEK293T ELG1-luciferase reporter, luminescence, 16 h; DNA damage induced by 5-fluorouridine | Potency, µM (top dose mostly 46.1 µM), without a hit: at the highest dose activity change, negative = inhibition, usual class: inhibitors | 330,000 tested, 2.3% active | AID 504467; further: potency means the concentration at half of the fitted maximal effect; on the % scale 0 is the no-effect control and ±100 the full control effect; nearly all actives have a fitted effect of over 55% in size
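Overnight (16 hr) co-exposure of 2,000 cells/well to 5-fluorouridine and compound at 37 °C preceded detection. Luciferase was quantified via ONE-Glo luminescence; loss of signal denotes inhibition.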
a7 integrin act: activators of alpha7 integrin expression for muscular dystrophy; alpha7betagal myoblasts, beta-gal FDG fluorescence, 48 h; Potency, µM (titrated, usually from 38.3 µM), without a hit: at the top dose activation, most hits filed as activators; 350,000 tested, 0.064% active;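 further: potency means the concentration at half of the fitted maximal effect; 100% = response of the positive control SU9516; nearly all actives have a fitted effect of over 60% in size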
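Alpha7betagal+/- myoblasts (passage 13) were plated 16-24 hr, then exposed to compounds (1:260 dilution of DMSO stock) for 48 hours at 37C. After MPER lysis, β-galactosidase reporter activity was read as FDG fluorescence (ex 480/em 540) after 30 minutes.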
TCR activator: activates T cell receptor signaling; AID 504894; Potency, µM (highest dose often 9.22 µM), without a hit: at the top dose activation of IL-2 secretion, usual class: activators; 330,000 tested, under 10 active; primary human leukocytes, anti-CD3, IL-2 HTRF, 48 h; further: % of control where 0% means no effect
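IL-2 produced over 48 hr by a-CD3 bead-stimulated primary human leukocytes exposed to compounds was detected with a homogeneous time-resolved FRET immunoassay, 665nm acceptor signal after 320nm excitation.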
AT treatment: candidate therapy for ataxia-telangiectasia | […] A-T fibroblasts, KAP-1 phosphorylation AlphaLISA; neocarzinostatin DNA damage 30 min before lysis | Potency, µM (top dose mostly 57.5 µM), inactives show top-dose activation, hits mostly activators | 320,000 tested, 0.19% active | AID 485349; further: potency means the concentration at half of the fitted maximal effect; % of control where 0% means no effect; nearly all actives have a fitted effect of over 45% in size
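hTERT-immortalized A-T patient fibroblasts ([…]), 500 cells/well in OPTI-MEM, 1% FBS, got compounds for 60 min, then NCS for 30 min at 37C. Lysates were then assayed for phospho-KAP-1 by AlphaLISA (anti-pKAP1 donor, anti-KAP1 acceptor beads), 6 hr at 25C.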
PTAP TSG101 blk: blocks PTAP/TSG101 interaction to inhibit HIV-1 budding | AID 493005 | Q99816 | Potency, µM (highest dose often 115 µM), inactives show at the highest dose activity change, negative = inhibition, actives largely listed as inhibitors | Fluorescence polarization, FITC-PTAP peptide / Tsg101 binding | 340,000 tested, under 10 active; active means well fitted inhibition curve with a large enough effect in the main read-out, with a control signal flat, not every such curve was filed as active; inconclusive means small, poorly fitted or top-dose-only effect, or effect the other way, or a change in a side signal; inactive means no such curve, though single readings can be large or run the other way; further: potency means the concentration at half of the fitted maximal effect; % of control where 0% means no effect
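Compounds were pin-transferred onto Tsg101 binding domain (10 uM final) in HEPES pH 7.5 buffer, then FITC-PTAP peptide was added at 50 nM final. After 20 min at RT, polarization reported peptide displacement across a qHTS concentration series.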
* hit, by the source's call; ? = inconclusive; · = not tested or not shown; [ ] = remark or other dose. Unless noted, the call rests on the fitted dose curve; in most records, active means well fitted curve in the direction sought with a large enough effect; inconclusive means small, poorly fitted or top-dose-only effect, or another doubt; inactive means no such curve, though single readings can be large; an effect the other way counts as inactive or inconclusive. This is a random part of the collection; any-hit rate near 3.8%.

No. | molecule | TCR activator | B2AR arrestin | a7 integrin act | AT treatment | p53 reactivation | PTAP TSG101 blk | MLL CXXC-DNA inh | ELG1 repair inh | BRCA1 expr act | TRPV1 ag
1 | CN(Cc1nc(-c2cnccn2)no1)Cc1n[nH]c2c1CCCCC2 | -5% | 6.0% | 0% | 32µM* | -5% | 0% | 4% | 0% | -5% | -3
2 | Cc1cccc(OCCCC(=O)NNC(=O)c2ccncc2)c1 | 1% | -0.7% | -19% | 2% | 15% | -5% | · | 14% | 0% | 2
3 | CN(C)c1ncc(S(=O)(=O)c2ccccc2)c(-c2ccc(Cl)cc2Cl)n1 | 2% | -0.4% | 6% | 1% | -2% | 1% | 0% | 5% | -45% | 9
4 | CCO/C=N/Nc1nc(C(F)(F)F)nc2c1cnn2Cc1ccccc1 | -1% | -1.0% | -22% | -17% | 4% | -6% | ? | ? | -17% | 20
5 | COCCN1CCN(C(=O)c2ccc3oc(CCc4ccccc4)nc3c2)CC1 | -5% | 0.0% | 9% | 2% | 17% | · | 18% | ? | 34% | -5
6 | CC(C)C(NC(=O)C1CCCCC1)C(=O)NCc1ccccn1 (centres undefined) | 8% | 4.8% | 1% | 3% | -3% | -7% | -2% | -1% | -1% | -2
7 | Cc1ccc(CNC(=O)C23CN(Cc4ccccc4)CC2C(c2cccc([N+](=O)[O-])c2)=NO3)cc1 (centres undefined) | -6% | -0.5% | 17% | -1% | -9% | -9% | 27% | -11% | -16% | 5
8 | COc1ccc2oc(C(=O)c3ccccc3)c(N)c2c1 | · | -0.9% | ? | -1% | ? | -16% | 8% | ? | 75% | 0
9 | COC(=O)CSc1nnc(CNC(=O)c2ccccc2OC)n1-c1ccc(OC)cc1 | 6% | 0.1% | -17% | -1% | 16% | -4% | -3% | 7% | 1% | -1
10 | CCOc1ccccc1N1CCN(C(=O)C(F)(F)F)CC1 | -2% | 0.1% | 18% | · | -2% | -10% | 3% | -6% | 1% | 4
11 | C#CCOCCOCCOCCNc1nc(N2CCN(C(=O)Cn3cc(CCCN=C(N)N)nn3)CC2)nc(N2CCN(C(=O)[C@H](C)n3cc(CCCN=C(N)N)nn3)CC2)n1 | 3% | -0.1% | -11% | 5% | -1% | -6% | 4% | 16% | 0% | -1
12 | Cc1cc(S(=O)(=O)N2CCCC(N(C)CCc3ccccn3)C2)c(C)s1 (centres undefined) | · | -0.1% | · | -6% | 3% | · | 4% | -15% | · | 6
13 | COc1ccc(CO/N=C/c2c(C)[nH]c(=O)[nH]c2=O)cc1 | 0% | -0.2% | -9% | -4% | 5% | -2% | -6% | 9% | 9% | 0
14 | Cc1ccc(N(C(=O)c2snc(C(N)=O)c2N)C(C(=O)NCCC(C)C)c2ccco2)cc1 (centres undefined) | 3% | 0.1% | 14% | 2% | 0% | -3% | 13% | ? | -46% | 20
15 | O=C(Nc1ccccc1N1CCCC1)C1CCN(S(=O)(=O)c2ccc(F)cc2)CC1 | 4% | -0.2% | 21% | 6% | 0% | -4% | · | -2% | -52% | 29
16 | N#Cc1c(N)nc(N2CCCC2)c(C#N)c1-c1ccc(Cl)cc1 | 3% | -1.6% | -14% | 7% | 8% | -7% | 24% | ? | -3% | 4
17 | CC1(C)Cc2ccccc2C(NNC(=O)c2ccncc2)=N1 | -5% | -0.6% | -13% | 2% | 1% | -2% | -13% | -2% | -27% | -3
18 | CCOC(=O)c1oc2ccccc2c1NC(=O)Cc1cccs1 | · | -0.1% | -6% | -1% | -5% | · | 1% | 4% | 11% | ?
19 | COc1ccc2c(C(=O)NCc3ccc4c(c3)OCO4)c(-c3ccc(S(C)(=O)=O)cc3)sc2c1 | 6% | -0.1% | 4% | 3% | -12% | -2% | · | ? | -20% | ·
20 | CCc1nccn1S(=O)(=O)c1ccc(OC)c(C)c1C | -1% | -0.1% | 26% | -3% | 1% | 0% | 1% | ? | 11% | 2
21 | Cc1ccc(NC(=O)CN(Cc2ccco2)Cc2ccccc2O)cc1C | -3% | 0.3% | 27% | 8% | ? | 0% | 2% | ? | -30% | ?
22 | O=C1OCCN/C1=C\C(=O)c1ccccc1 | 0% | 0.1% | 8% | 3% | 2% | -4% | -1% | 0% | 8% | 3
23 | O=c1c2ccccc2nnn1CSc1nnnn1-c1ccc(O)cc1 | 7% | -0.2% | -16% | 2% | 3% | -4% | 0% | 19% | 0% | -3
24 | O=C(N/N=C/c1c[nH]c2ccc(Br)cc12)c1ccccn1 | 3% | 0.1% | -17% | 0% | 17% | 0% | -13% | 15% | 31% | 3
25 | CCCS(=O)(=O)N1CCCC(C(=O)NCc2ccco2)C1 (centres undefined) | -1% | -0.8% | 7% | -1% | 8% | -2% | 1% | 7% | -3% | 8
26 | COCCN=C1NN=C(c2ccc(C)c([N+](=O)[O-])c2)CS1 | -10% | 0.0% | -37% | 1% | ? | -11% | -9% | ? | 3.2µM* | -2
27 | COc1ccc(C(NC(=O)CN2C(=O)NC3(CCc4ccccc43)C2=O)c2ccc(OC)cc2)cc1 (centres undefined) | -2% | 0.0% | 9% | -3% | 0% | 0% | · | ? | -19% | -4
28 | CCCCN(CCCC)C(=O)/C=C/c1cccc([N+](=O)[O-])c1 | 3% | -0.2% | -26% | 7% | 1% | -2% | 2% | -24% | -20% | ?
29 | Cc1ccc(C2=CN(Cc3ccccc3)CCC2=O)cc1 | -2% | -1.4% | 33% | -7% | 2% | -4% | · | 0% | 2% | ·
30 | O=C(NNC(=O)c1cc(Cl)ccc1O)c1cccc(S(=O)(=O)N2CCOCC2)c1 | 10% | 0.0% | -11% | -1% | -2% | -13% | · | 9% | -59% | -3
31 | O=C(O)c1ccccc1CSc1ncn[nH]1 | · | -0.8% | -13% | -3% | 2% | 1% | -3% | 13% | 4% | 1
32 | OC(Cn1nnc2ccccc21)Cn1c(C(F)(F)F)nc2ccccc21 (centres undefined) | 3% | -0.5% | 11% | 0% | 16% | -1% | -4% | -8% | 5% | 1
33 | Cc1nn(CC(=O)O)c(=O)c2ccccc12 | 5% | -0.3% | 1% | -2% | 5% | -7% | 1% | 5% | 5% | -2
34 | O=C(CSc1ccc2nnc(CCNC(=O)c3ccc(F)cc3)n2n1)NCC1CCCO1 (centres undefined) | -2% | -0.7% | ? | -1% | 4% | -1% | 51%[activator] | -1% | 0% | 1
35 | c1ccc2[nH]c(CN3CCN(c4ncnc5c4oc4ccccc45)CC3)nc2c1 | 3% | -0.1% | -23% | -6% | -9% | -5% | 26% | ? | -63% | ?
36 | COC(=O)CCCCCN1C(=O)NC(c2ccccc2)C(C(=O)OCc2ccccc2)=C1C (centres undefined) | 2% | 0.3% | 21% | 8% | -9% | -7% | 1% | -8% | 8% | 14
37 | O=c1[nH]c(CSc2nnc(Cc3ccccc3)o2)nc2ccccc12 | -6% | 0.4% | 12% | 5% | 2% | 2% | 6% | 14% | -5% | 2
38 | CCn1c(=O)c(=O)[nH]c2cc(C(=O)NC3CCCc4ccccc43)ccc21 (centres undefined) | 14% | 0.2% | 14%[7.66 µM] | -2% | 12% | -1% | -2% | ? | -78% | -1
39 | O=S(=O)(c1cccc(-c2cn3cccnc3n2)c1)N1CCOCC1 | · | 0.5% | -6% | -2% | -4% | · | -5% | -2% | 1% | -2
40 | COc1ccc(-n2c(=S)[nH]c3cc(C(=O)NCc4cccnc4)ccc3c2=O)c(OC)c1 | 3% | -0.2% | 7% | 1% | -3% | 0% | 7% | 0% | -30% | 1
41 | COc1ccccc1C(=O)NCC(=O)N/N=C/c1ccncc1 | 0% | 0.2% | 19% | -1% | 19% | -3% | -3% | 1% | -25% | -4
42 | CN(C)S(=O)(=O)c1ccc(N2CCCC2)c(C(=O)NCc2ccc(Cl)cc2)c1 | 7% | 0.0% | -29% | 1% | -1% | -5% | -2% | -10% | -31% | 1
43 | COC(=O)c1ccc(C2C(Oc3ccc(OC)cc3)C(=O)N2CCc2ccc(F)cc2)cc1 (centres undefined) | -2% | -1.1% | 24% | 7% | -6% | 0% | 8% | -18% | 2% | 5
44 | Cc1cc(C)c2cc(C(=O)Nc3ccc4c(c3)OCO4)[nH]c2c1 | -12% | -0.9% | 14% | 31% | 0% | -8% | 10% | 16% | -43% | ?
45 | O=C(COC(=O)c1ccc(S(=O)(=O)N2CCCC2)cc1)Nc1cccc(F)c1 | 0% | -0.7% | 17% | 6% | 6% | -6% | · | 11% | 3% | 4
